PTAP TSG101 blk = blocks PTAP/TSG101 interaction to inhibit HIV-1 budding. Q99816. Fluorescence polarization, FITC-PTAP peptide / Tsg101 binding. Potency, µM (top dose mostly 115 µM), inactives show at the highest dose activity change, negative = inhibition, actives largely listed as inhibitors. 340,000 tested, under 10 active; active = well fitted inhibition curve with a large enough effect in the main read-out, with a control signal flat, not every such curve was filed as active; inconclusive = small, poorly fitted or top-dose-only effect, or effect the other way, or a change in a side signal; inactive = no such curve, though single readings can be large or run the other way; also: potency is read from the fitted curve at half-maximal effect; % of control where 0% means no effect
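Compounds were pin-transferred onto Tsg101 binding domain (10 uM final) in HEPES pH 7.5 buffer, then FITC-PTAP peptide was added at 50 nM final. After 20 min at RT, polarization reported peptide displacement across a qHTS concentration series.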
Mito fusion act = inhibitors of mitochondrial division or activators of mitochondrial fusion | S. cerevisiae fusion-defective mutant growth rescue, CellTiterGlo 48 h | Potency, µM (doses to about 46.1 µM), without a hit: at the highest dose growth rescue (activation), most hits filed as activators | 320,000 tested, 0.23% active | AID 485298;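 also: potency is read from the fitted curve at half-maximal effect; % of control where 0% means no effect; nearly all actives have a fitted effect of over 45% in size; temperature-sensitive fusion mutants such as fzo1-1 at 37 °C on non-fermentable ethanol glycerol medium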
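Read-out: ATP-based luminescence (CellTiterGlo, 10 min ambient) reporting growth of fusion-defective ts yeast after 48 hours at 37C on glycerol/ethanol YPEG medium in the presence of compound.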
Eya2 phos inh = inhibitors of human Eya2 phosphatase activity | O00167 | recombinant Eya2, OMFP fluorescence dephosphorylation (OMFP is methylfluorescein phosphate) | Potency, µM (series often up to 76.9 µM), without a hit: at the highest dose activity, negative = inhibition, most hits filed as inhibitors | 330,000 tested, 0.006% active | AID 488837; also: potency is read from the fitted curve at half-maximal effect; % is scaled to controls: 0 for no effect and ±100 for the full control effect
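Eya2 protein (added as 0.2 uM solution) was preincubated with compound for 10 min at ambient temperature in 50 mM HEPES pH 7.5, 50 mM NaCl, 5 uM MgCl2, 0.05% BSA, 1 mM DTT. OMFP (added at 50 uM) then reacted 10 min; fluorescence read at 485/525 nm.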
Tb PFK block = inhibitors of T. brucei phosphofructokinase; T. brucei PFK, ADP-Glo luminescence; Potency, µM (doses to about 57.5 µM), for the others: at the top dose activity, negative = inhibition, most hits filed as inhibitors; O15648; AID 485367; 330,000 tested, 0.17% active;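 also: potency is read from the fitted curve at half-maximal effect; 0% = uninhibited 1x PFK enzyme wells and -100% = no-enzyme wells; nearly all actives have a fitted effect of over 60% in size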
Target sequence (O15648 whole entry, looked up): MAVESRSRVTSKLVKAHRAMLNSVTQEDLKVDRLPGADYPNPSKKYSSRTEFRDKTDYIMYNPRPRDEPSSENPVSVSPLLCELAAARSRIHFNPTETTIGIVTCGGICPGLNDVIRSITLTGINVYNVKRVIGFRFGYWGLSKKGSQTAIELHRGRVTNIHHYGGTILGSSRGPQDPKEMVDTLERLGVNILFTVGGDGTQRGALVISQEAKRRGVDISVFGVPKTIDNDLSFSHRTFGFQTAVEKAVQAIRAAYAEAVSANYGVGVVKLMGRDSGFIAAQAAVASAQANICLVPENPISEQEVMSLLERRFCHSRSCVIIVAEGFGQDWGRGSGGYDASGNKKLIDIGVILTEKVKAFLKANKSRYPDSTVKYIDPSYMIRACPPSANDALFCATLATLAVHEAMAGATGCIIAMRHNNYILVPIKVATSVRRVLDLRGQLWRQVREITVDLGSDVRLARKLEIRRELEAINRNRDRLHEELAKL
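1.25 nM PFK with 0.5 mM F6P and 0.1 mM ATP in 0.1 M TEA pH 8.0, 5 mM MgCl2, incubated 45 min at room temperature; ADP measured by ADP-Glo luminescence; compounds titrated up to 57 uM.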
TSHR antagonist = blocks TSH signaling through the human TSH receptor. P16473. TSHR-expressing cells, TSH-stimulated cAMP HTRF, 2 h; active compounds read low. activity change, negative = inhibition, % at 11.5 µM. 330,000 tested, 0.2% active. AID 504810;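 active = activity change below a set negative limit, meaning inhibition stronger than a set level, cut at about -70% in these data; inconclusive = activity change between two set negative limits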; also: % is scaled to controls: 0 for no effect and ±100 for the full control effect
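Antagonism was scored as loss of TSH-driven cAMP in TSHR cells, stimulated with 4nM TSH (EC80) for 2 hours at 37 deg C and detected by homogeneous HTRF competition immunoassay.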
TCR activator = activators of T cell receptors | primary human leukocytes, anti-CD3, IL-2 HTRF, 48 h | Potency, µM (highest dose often 9.22 µM), without a hit: at the top dose activation of IL-2 secretion, usual class: activators | 330,000 tested, under 10 active; also: % of control where 0% means no effect
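1) Mix primary human leukocytes, a-CD3 beads and compound. 2) Incubate 48 hr. 3) Add HTRF IL-2 reagents (a-IL-2-K, a-IL-2-d2).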
AT treatment = potential ataxia-telangiectasia treatments restoring KAP-1 phosphorylation; […] A-T fibroblasts, KAP-1 phosphorylation AlphaLISA; neocarzinostatin DNA damage 30 min before lysis; Potency, µM (series often up to 57.5 µM), inactives show at the top dose activation, most hits filed as activators; 320,000 tested, 0.19% active; also: potency is read from the fitted curve at half-maximal effect; % of control where 0% means no effect; nearly all actives have a fitted effect of over 45% in size
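ATM-like activity read as KAP-1 phosphorylation via AlphaLISA donor/acceptor antibody pairs after lysis and 6 hr at 25C. Cells were ATM-null patient fibroblasts ([…], hTERT), dosed 60 min, then exposed to the DSB inducer NCS for 30 min.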
S-ASM inh = human S-ASM enzyme inhibition; 340,000 tested, 0.006% active; Potency, µM (titrated, usually from 57.5 µM), for inactives: at the top dose activity change, negative = inhibition, hits mostly inhibitors; P17405; AID 504937; placental ASM, HMU-PC fluorogenic substrate, 60 min; also: potency is read from the fitted curve at half-maximal effect
Target sequence (P17405 47-631 limits assumed): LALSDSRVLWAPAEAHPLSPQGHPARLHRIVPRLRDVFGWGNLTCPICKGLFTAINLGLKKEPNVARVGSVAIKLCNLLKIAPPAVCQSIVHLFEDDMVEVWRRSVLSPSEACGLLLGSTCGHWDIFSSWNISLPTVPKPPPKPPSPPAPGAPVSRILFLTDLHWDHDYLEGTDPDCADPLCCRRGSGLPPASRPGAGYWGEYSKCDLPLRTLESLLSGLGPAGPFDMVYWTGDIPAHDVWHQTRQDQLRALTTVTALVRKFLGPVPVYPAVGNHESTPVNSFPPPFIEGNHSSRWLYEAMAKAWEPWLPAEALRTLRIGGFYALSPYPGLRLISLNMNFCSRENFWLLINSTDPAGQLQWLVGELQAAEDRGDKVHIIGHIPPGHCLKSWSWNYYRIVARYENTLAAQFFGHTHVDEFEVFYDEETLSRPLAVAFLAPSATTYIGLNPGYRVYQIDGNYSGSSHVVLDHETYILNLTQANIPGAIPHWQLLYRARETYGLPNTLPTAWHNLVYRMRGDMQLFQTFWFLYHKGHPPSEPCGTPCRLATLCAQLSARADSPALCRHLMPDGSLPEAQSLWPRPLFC
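Human placenta-derived ASM preincubated with compound 10 min at room temperature, then reacted with 9 uM (final) fluorogenic HMU-PC substrate for 60 min at 37 C. Stop solution raises pH to 10; fluorescence read at Ex 386/Em 447 nm.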
Chronic BCR inh = chronic active BCR signaling inhibition; ABC-DLBCL IkBa-CBG/CBR reporter, luminescence ratio, 4 h; 340,000 tested, 0.05% active; Potency, µM (doses to about 46.1 µM), inactives show at the highest dose ratio change, negative = lower green/red ratio, usual class: inhibitors; active = well fitted inhibition curve with a large enough effect in the signal ratio, with a control signal flat, not every such curve was filed as active; inconclusive = small, poorly fitted or top-dose-only effect, or effect the other way, or a change in a side signal; the % refers to the signal ratio;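 also: potency is read from the fitted curve at half-maximal effect; plate controls were basal doxycycline-induced cells for no effect and cells given 10 µM MG132 for full effect; MG132 reads +100%, hits lower the ratio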
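Concentration-response series (up to 46 uM) were applied to TMD8 dual-reporter cells for 4 h at 37C with doxycycline. Green/red ratio, after filter-overlap correction, defined %Activity; red signal alone was normalised to basal cells and zero luminescence.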
ELG1 DNA repair = inhibitors of ELG1-dependent DNA repair in HEK293T cells | HEK293T ELG1-luciferase reporter, luminescence, 16 h; DNA damage induced by 5-fluorouridine | 330,000 tested, 2.3% active | Potency, µM (highest dose often 46.1 µM), for inactives: at the highest dose activity change, negative = inhibition, most hits filed as inhibitors; also: potency is read from the fitted curve at half-maximal effect; % is scaled to controls: 0 for no effect and ±100 for the full control effect; nearly all actives have a fitted effect of over 55% in size
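Luminescence from the luciferase reporter, measured 30 min after ONE-Glo reagent at room temperature, was the read-out. Beforehand, 2,000 cells per well were exposed for 16 hr at 37 °C to 5-fluorouridine together with compound or vehicle.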
a7 integrin act = activators of alpha7 integrin expression for muscular dystrophy; Potency, µM (top dose mostly 38.3 µM), without a hit: at the highest dose activation, hits mostly activators; alpha7betagal myoblasts, beta-gal FDG fluorescence, 48 h; AID 624291; 350,000 tested, 0.064% active;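 also: potency is read from the fitted curve at half-maximal effect; 100% = response of the positive control SU9516; nearly all actives have a fitted effect of over 60% in size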
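Alpha7betagal+/- myoblasts (passage 13) were plated 16-24 hr, then exposed to compounds (1:260 dilution of DMSO stock) for 48 hours at 37C. After MPER lysis, β-galactosidase reporter activity was read as FDG fluorescence (ex 480/em 540) after 30 minutes.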
An asterisk follows results filed as active; ? = inconclusive; / = not tested or not shown; [ ] = another dose, or the depositor's remark. Unless noted, calls follow the shape of the dose curve; as a rule, active = well fitted curve in the direction sought with a large enough effect; inconclusive = small, poorly fitted or top-dose-only effect, or another doubt; inactive = no such curve, though single readings can be large; an effect the other way counts as inactive or inconclusive.

Each structure is followed by: TCR activator	Chronic BCR inh	AT treatment	Tb PFK block	a7 integrin act	Mito fusion act	TSHR antagonist	PTAP TSG101 blk	Eya2 phos inh	ELG1 DNA repair	S-ASM inh
CCCCOc1ccc(C(=O)NN2CCN(C)CC2)cc1
→ -1.6%[46.1 µM]	5.0%	1.2%	-2.8%	24.5%	-3.9%	5.7	-7.4%	3.7%	17.4%	-0.6%
CCCN(CC(=O)Nc1ccccc1C)C(=O)c1ccc(=O)n(Cc2ccccc2)n1
→ 2.4%	-1.8%	-3.0%	0.1%	-15.1%	-4.6%	2.2	-3.8%	-3.4%	9.8%	-2.6%
COc1ccccc1OCCCCN1CCN(C(c2ccccc2)c2ccccc2)CC1
→ -0.6%[46.1 µM]	?	-2.6%	0.1%	-39.6%	7.6%	30.6	-0.5%	-10.2%	-26.7%	-2.2%
CC(=O)C1=C(C)NC(SCC(=O)c2ccc(C)cc2)=C(C#N)C1c1ccco1 (configuration not stated)
→ /	-3.3%	-1.9%	-3.3%	/	23.8%	-17.8	/	-11.3%	?	/
COC(=O)c1ccccc1NC(=O)CSc1nncn1-c1cccnc1
→ 7.2%	?	4.2%	1.3%	-27.8%	-9.2%	5.4	-6.0%	4.9%	3.9%	1.4%
O=C(Nc1ccc(F)cc1Cl)C1=COCCO1
→ -0.4%	-2.5%	-1.5%	0.1%	?	4.1%	-0.6	-12.8%	-36.0%	?	-4.7%
O=C(CCCc1nc(-c2ccc(Cl)cc2)no1)Nc1cccnc1
→ 2.1%	?	-8.6%	3.2%	-52.1%[inhibitor]	7.5%	-22.0	-2.3%	8.7%	?	-0.1%
CC(C)C(=O)N1CCN(c2ccc([N+](=O)[O-])c(NC(C)c3ccccc3)c2)CC1 (configuration not stated)
→ 1.1%	-10.3%	-5.7%	2.3%	-20.9%	?	-5.6	-2.7%	-3.6%	?	-27.0%
O=C(NNC(=O)c1ccc2ccccc2c1O)c1cccs1
→ 3.6%	?	2.9%	1.5%	15.7%	-6.3%	-13.6	1.1%	16.8%	?	0.5%
C#CCOCCOCCOCCNc1nc(N2CCN(C(=O)[C@H](CCCCN)n3cc(C(N)CO)nn3)CC2)nc(N2CCN(C(=O)[C@H](CCC(=O)O)n3cc(C(N)Cc4ccc(O)cc4)nn3)CC2)n1 (some centres not stated)
→ /	7.8%	38.7%	-5.4%	/	1.2%	8.4	/	4.8%	21.6%	/
COc1ccc(S(=O)(=O)Nc2ccc(O)c(Sc3nc4ccccc4s3)c2)cc1
→ 6.3%[46.1 µM]	-15.0%	-1.7%	8.4%	-9.7%	4.7%	-6.9	1.4%	1.1%	-21.2%	-10.9%
Cc1cc(C)cc(NC(=O)CN2CCc3cc4c(cc3C2C)OCCCO4)c1 (configuration not stated)
→ -8.0%	1.5%	-4.5%	1.5%	-2.4%	-14.0%	20.7	-4.3%	-1.0%	?	-1.1%
COC(=O)c1cn(NC(=O)/C=C/c2ccc(OC)c(OC)c2)c(=O)c2ccccc12
→ -4.8%[46.1 µM]	5.2%	0.3%	0.6%	-9.9%	-0.6%	0.2	-3.5%	0.8%	9.1%	-1.5%
Cc1ccc(NC(=O)c2cnccn2)c(Br)c1
→ /	6.1%	-6.8%	-3.7%	5.5%	-1.4%	-3.2	-0.6%	-1.2%	?	-3.8%
COc1ccc2oc(C)c(C(=O)Cn3ccnc3)c2c1
→ 1.0%	?	-2.7%	4.6%	-15.0%	-5.0%	-2.4	-8.1%	-4.1%	-0.2%	-0.6%
COCCn1cnc2c1c(=O)n(Cc1ccc(Br)cc1)c(=O)n2Cc1ccccc1
→ 5.8%	0.3%	2.4%	0.1%	-6.0%	-18.7%	-6.6	2.1%	-11.4%	-9.3%	-1.3%
O=C(c1cccc(NS(=O)(=O)c2ccc(Br)cc2)c1)N1CCCCC1
→ -42.6%	?	3.0%	3.2%	-8.4%	-1.4%	-2.5	-0.4%	5.8%	-0.7%	-1.7%
Clc1ccc(C2NCCc3sccc32)cc1 (configuration not stated)
→ -4.3%	7.4%	-0.6%	3.3%	12.5%	-3.2%	-6.4	0.0%	14.8%	0.0%	3.1%
COc1ccc(CNC(=O)CSc2nccn(-c3ccc(F)c(F)c3)c2=O)cc1
→ -0.4%	-14.3%	3.5%	1.6%	-26.1%	1.2%	-8.0	0.2%	17.0%	?	21.0%
COC(=O)c1c(-c2cccnc2)csc1NC(=O)c1cc(C)on1
→ -4.2%	3.5%	1.9%	-17.8%	-30.7%	9.9%	-18.0	2.2%	-22.2%	?	-2.3%
CC1(C)CC(=O)C2=C(C1)Nc1[nH]c(=S)[nH]c(=O)c1C2c1ccccc1 (configuration not stated)
→ -4.3%	-0.6%	/	-3.1%	5.0%	6.0%	3.1	3.6%	-12.7%	-1.2%	10.8%
O=C(NCCCCc1ccccc1)C1CC(c2ccccc2C(F)(F)F)=NO1 (configuration not stated)
→ 4.0%	-9.8%	-9.7%	-2.0%	-7.2%	24.6%	-21.8	-2.3%	-1.6%	15.7%	-0.2%
CN(C)C1(CNC(=O)c2cccc(S(=O)(=O)NCc3ccccc3)c2)CCCCC1
→ 0.2%	-4.6%	7.6%	-3.9%	-37.2%	-1.0%	-3.9	-7.7%	1.7%	9.9%	2.4%
Cc1ccc(S(=O)(=O)N2CCN(Cc3ccccc3)CC2)cc1
→ -5.0%	0.1%	-2.5%	0.6%	8.7%	0.1%	-10.8	-5.3%	16.8%	-1.9%	2.8%
O=C(COC(=O)/C=C/c1cccc(F)c1)Nc1ncccn1
→ 1.3%	?	-4.5%	1.8%	0.0%	-0.9%	4.5	-2.1%	12.3%	-0.8%	-2.1%
C=CCn1c(C)nnc1SCC(=O)Nc1cc(S(=O)(=O)N2CCCC2)ccc1Cl
→ /	5.4%	10.0%	3.6%	14.7%	1.8%	2.5	-6.1%	-0.7%	5.7%	3.4%
CC(C)CCOC(=O)C1[C@H]2C(=O)N(Cc3cccs3)C[C@]23C=C[C@H]1O3 (some centres not stated)
→ 7.3%	-3.7%	4.7%	0.2%	-0.8%	0.3%	-1.3	-3.1%	-5.0%	3.6%	1.0%
COc1ccc(COC(=O)C2CCN(C(=O)c3ccc(Cl)cc3)CC2)cc1F
→ -3.3%	-4.3%	?	10.2%	-6.2%	7.1%	-11.9	-1.3%	6.3%	-24.4%	-1.6%
Cc1nc2cc(C(=O)OCC(=O)N(CC(C)C)C3CCS(=O)(=O)C3)ccc2n1-c1ccccc1 (configuration not stated)
→ -0.3%	2.0%	-1.6%	0.8%	19.9%	1.7%	5.4	-7.7%	-7.4%	?	2.4%
O=C(O)CSc1nnc(-c2ccc(Cl)cc2Cl)n1-c1ccccc1
→ 8.6%	0.6%	9.5%	-0.7%	0.0%	3.8%	2.0	-3.8%	16.4%	3.8%	3.3%
COCCNC(=O)CCc1ccc(S(=O)(=O)Nc2ccc(C)cc2)cc1
→ 1.1%	-0.1%	9.0%	-2.2%	5.5%	-0.6%	19.8	-2.3%	24.9%	-1.3%	3.6%
Cc1cc(NC(NC(=O)c2ccco2)(C(F)(F)F)C(F)(F)F)no1
→ -1.3%	0.8%	-1.2%	-9.1%	33.8%	-2.6%	0.9	-5.9%	21.8%	-7.7%	-4.6%
COC(=O)c1[nH]c2ccc(C)cc2c1NC(=O)CN1CCN(Cc2ccccc2)CC1
→ /	?	/	-0.3%	-13.7%	1.1%	4.5	0.1%	16.6%	8.2µM*	-4.5%
Cc1nc2c(oc3ccc(Cl)cc32)c(=O)[nH]1
→ -1.2%	?	-6.9%	-3.4%	11.8%	19.9%	14.7	-1.5%	-5.8%	-6.7%	0.2%

Bioassay records as filed in PubChem.

Compounds were not picked by outcome; 3.2% or so of the library scored in one or more.
